# ATXN2 expr inh: inhibitors of ATXN2 expression. HEK-293 ATXN2-luciferase reporter, luminescence, 24 h. Potency, µM (doses to about 57 µM), without a hit: at the top dose activity change, negative = inhibition, most hits filed as inhibitors. hit rate 0.72% among 360,000; also: potency is read from the fitted curve at half-maximal effect; % is scaled to controls: 0 for no effect and ±100 for the full control effect; nearly all actives have a fitted effect of over 55% in size
#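 ATXN2-luciferase reporter cells (luciferase flanked by upstream and downstream ATXN2 gene portions) were treated 24 h at 37 °C with compounds at up to 57 uM. SteadyGlo luminescence gave expression; GF-AFC fluorescence gave viability.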
# WRN helicase inh: blocks human WRN helicase | Q14191 | WRN helicase unwinding, fluorescent forked duplex, kinetic | Potency, µM (titrated, usually from 114 µM), for the others: at the top dose activity change, negative = inhibition, hits mostly inhibitors | hit rate 0.46% among 360,000; also: potency is read from the fitted curve at half-maximal effect; % is scaled to controls: 0 for no effect and ±100 for the full control effect; nearly all actives have a fitted effect of over 55% in size
# Target sequence (Q14191 whole entry, looked up): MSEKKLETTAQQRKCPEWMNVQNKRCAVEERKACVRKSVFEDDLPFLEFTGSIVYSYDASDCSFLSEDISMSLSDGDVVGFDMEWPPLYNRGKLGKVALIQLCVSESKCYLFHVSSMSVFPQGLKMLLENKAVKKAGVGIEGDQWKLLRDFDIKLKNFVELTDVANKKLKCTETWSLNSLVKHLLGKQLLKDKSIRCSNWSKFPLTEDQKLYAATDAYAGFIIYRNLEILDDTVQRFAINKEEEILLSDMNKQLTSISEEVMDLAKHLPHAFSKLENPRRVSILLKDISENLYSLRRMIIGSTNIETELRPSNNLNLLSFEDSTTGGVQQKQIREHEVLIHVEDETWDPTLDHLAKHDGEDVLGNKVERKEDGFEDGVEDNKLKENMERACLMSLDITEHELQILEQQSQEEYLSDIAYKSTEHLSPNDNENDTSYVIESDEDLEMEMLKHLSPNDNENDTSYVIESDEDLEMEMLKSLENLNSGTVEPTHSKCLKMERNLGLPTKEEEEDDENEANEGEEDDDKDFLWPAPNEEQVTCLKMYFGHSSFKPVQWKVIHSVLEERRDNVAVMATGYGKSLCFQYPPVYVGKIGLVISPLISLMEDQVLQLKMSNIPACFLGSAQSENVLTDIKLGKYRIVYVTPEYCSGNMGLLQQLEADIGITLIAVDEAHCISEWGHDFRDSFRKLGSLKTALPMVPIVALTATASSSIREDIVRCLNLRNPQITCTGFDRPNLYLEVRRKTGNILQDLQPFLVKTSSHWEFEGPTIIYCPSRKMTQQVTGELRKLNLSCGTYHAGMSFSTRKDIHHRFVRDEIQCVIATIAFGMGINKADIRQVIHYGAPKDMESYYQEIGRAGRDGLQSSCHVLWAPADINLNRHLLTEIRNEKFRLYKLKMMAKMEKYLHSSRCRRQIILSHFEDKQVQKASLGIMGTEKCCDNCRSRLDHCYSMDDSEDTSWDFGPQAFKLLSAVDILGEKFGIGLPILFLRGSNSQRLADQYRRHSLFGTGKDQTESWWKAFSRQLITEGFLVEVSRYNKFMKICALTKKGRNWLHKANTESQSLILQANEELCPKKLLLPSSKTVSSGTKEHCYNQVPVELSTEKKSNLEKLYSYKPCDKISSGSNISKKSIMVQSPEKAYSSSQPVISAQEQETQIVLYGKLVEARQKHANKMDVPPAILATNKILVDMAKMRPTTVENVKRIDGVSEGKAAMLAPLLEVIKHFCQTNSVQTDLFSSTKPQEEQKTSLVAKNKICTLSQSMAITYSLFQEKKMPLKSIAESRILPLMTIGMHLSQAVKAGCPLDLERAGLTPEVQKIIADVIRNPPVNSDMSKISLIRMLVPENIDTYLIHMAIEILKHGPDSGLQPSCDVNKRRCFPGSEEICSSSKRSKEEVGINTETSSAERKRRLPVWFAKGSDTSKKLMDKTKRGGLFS
#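 Primary qHTS, 1536-well format. 20 nM WRN + compound, 15 min RT; start with 100 nM forked fluorophore/quencher duplex, 2 mM ATP (final); kinetic read ex 525/em 598 nm.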
# IL-1B inflam inh: inflammasome signaling inhibition, IL-1 beta readout. THP-1 LPS/ATP IL-1B secretion, AlphaLISA, 16 h; active compounds read low. activity change, % at 57.5 µM. hit rate 4.7% among 360,000. AID 743279; in the data active = activity change below about -50%; inconclusive = mostly about -30% to -49%; also: % is scaled to controls: 0 for no effect and ±100 for the full control effect
#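 THP-1 cells pretreated 1 hr with compounds (up to 57.5 uM final), then stimulated with LPS (250 ng/mL final) plus ATP (1.25 mM final); secreted IL-1B measured by AlphaLISA after 16 hr, decreased signal indicating inhibition.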
# HT1080 IDH1KD tx: HT-1080 IDH1 knockdown cell toxicity (counter line). Potency, µM (series often up to 46.1 µM), without a hit: at the top dose activity, negative = toxicity, most hits filed as cytotoxic. HT-1080 IDH1 knockdown viability, ATP luminescence, 48 h. hit rate 2% among 360,000;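 also: potency is read from the fitted curve at half-maximal effect; 0% = DMSO wells and -100% = cell-free medium wells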
#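 Luminescent ATP read-out (CellTiter-Glo, 10 min at room temperature) after 48 h compound exposure at 37 °C gave viability of IDH1-knockdown HT-1080 cells. Activity was normalised to DMSO and cell-free wells, then fitted as concentration-response curves.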
# KB-V1 MDR tox: KB-V1 MDR subline cytotoxicity | KB-V1 MDR cells viability, CellTiter-Glo, 72 h | Potency, µM (series often up to 46.1 µM), inactives show at the top dose activity change, negative = cytotoxicity, hits mostly cytotoxic | hit rate 3.4% among 400,000 | AID 1347076; also: potency is read from the fitted curve at half-maximal effect; % is scaled to controls: 0 for no effect and ±100 for the full control effect; nearly all actives have a fitted effect of over 60% in size
#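 Luminescent ATP read-out (CellTiter-Glo, 10 min) measures survival of drug-selected KB-V1 MDR cells after 72 h, 37 degrees C compound exposure. Medium: phenol-red-free DMEM, 10% FBS. Values from fitted concentration-response curves.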
# SW480 rereplic: inducers of DNA re-replication in SW480 colon cancer cells; SW480 DNA re-replication, Hoechst DNA content imaging, 48 h; Potency, µM (top dose mostly 46.1 µM), for inactives: at the highest dose re-replication activation, actives largely listed as activators; hit rate 1.8% among 340,000; also: potency is read from the fitted curve at half-maximal effect; % of control where 0% means no effect; nearly all actives have a fitted effect of over 55% in size
#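 First, 250 cells per well were seeded. Next, compound or vehicle (23 nL) was pinned in, plates sat 48 hr at 37 C. Finally Hoechst was added for 40 min before fluorescence scanning.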
# MCF10A rereplic: induces DNA re-replication in MCF 10a normal breast cells; MCF 10A DNA re-replication, Hoechst nuclear intensity, 48 h; Potency, µM (titrated, usually from 46.1 µM), without a hit: at the highest dose activity, positive = re-replication, hits mostly activators; hit rate 2.9% among 350,000; AID 624296; also: potency is read from the fitted curve at half-maximal effect; % of control where 0% means no effect; nearly all actives have a fitted effect of over 50% in size
# HT1080NT lethal: kills 2HG-producing HT-1080-NT fibrosarcoma cells | HT-1080-NT fibrosarcoma viability, CellTiter-Glo ATP luminescence, 48 h | Potency, µM (top dose mostly 46.1 µM), for the others: at the highest dose activity, negative = less viability, hits mostly cytotoxic | hit rate 1.6% among 360,000;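 also: NT is the 2HG producing partner of a matched IDH1 knockdown line; potency is read from the fitted curve at half-maximal effect; 0% = DMSO-treated cells and -100% = media-only wells without cells; nearly all actives have a fitted effect of over 55% in size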
#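 Fibrosarcoma NT cells, 750 per well in 5% FBS RPMI, were exposed to compound for 48 hours. Viability: CellTiter-Glo luminescence.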
# KB-3-1 cytotox: kills parental KB-3-1 adenocarcinoma cells; KB-3-1 viability, CellTiter-Glo ATP luminescence, 72 h; Potency, µM (titrated, usually from 46.1 µM), for the others: top-dose activity change, negative = cytotoxic, hits mostly cytotoxic; hit rate 1.4% among 400,000; also: potency is read from the fitted curve at half-maximal effect; % is scaled to controls: 0 for no effect and ±100 for the full control effect; nearly all actives have a fitted effect of over 60% in size
#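 Cytotoxicity in the drug-sensitive parental line KB-3-1 was scored as loss of CellTiter-Glo luminescence following 72 h incubation with compound. Values come from curve fitting of normalized concentration-response data.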
# Starred values were filed as active, the others as inactive; u = inconclusive; x = no result given; [ ] = dose if it differs, or a comment. Unless noted, calls follow the shape of the dose curve; as a rule, active = well fitted curve in the direction sought with a large enough effect; inconclusive = small, poorly fitted or top-dose-only effect, or another doubt; inactive = no such curve, though single readings can be large; an effect the other way counts as inactive or inconclusive. Rows are unselected (roughly 12% active in at least one column).
SMILES,ATXN2 expr inh,WRN helicase inh,IL-1B inflam inh,HT1080 IDH1KD tx,KB-V1 MDR tox,SW480 rereplic,MCF10A rereplic,HT1080NT lethal,KB-3-1 cytotox
CCNC(=O)N1CCNC(=O)C1CC(=O)OC (stereo not drawn),1.5%,-1.6%,0.0,7.3%,8.5%,-4.0%,0.2%,9.3%,7.3%
CCOc1ccc(N(C)S(=O)(=O)c2ccc3[nH]cc(C(=O)NCC(OC)OC)c(=O)c3c2)cc1,x,2.2%,5.1,0.0%,0.0%,-0.6%,16.0%,-2.2%,-10.8%
CC(=O)CCC(=O)NC1CCCc2c1cnn2-c1ccc(C(C)(C)C)cc1 (stereo not drawn),-11.4%,7.0%,48.8,-8.6%,u,u,u,-9.8%,-1.9%
COC(=O)c1cc(S(=O)(=O)N2c3ccccc3CC2C)c[nH]1 (stereo not drawn),10.0%,-1.1%,7.9,u,u,0.6%,1.3%,-26.5%,-8.8%
Cc1nnc(SCC(=O)NN2C(=O)NC3(CCCCC3)C2=O)s1,-18.5%,9.3%,2.9,24.5%,6.8%,-4.0%,-4.8%,6.7%,9.3%
Fc1ccc(NC(=S)Nc2nccs2)cc1,-15.3%,1.1%,-29.2,-8.5%,3.7%,u,17.6%,-24.4%,u
Cc1nn(S(=O)(=O)c2ccccc2)c(C)c1S(=O)(=O)N1CCOCC1,28.5%,0.3%,-0.8,14.8%,-5.2%,-8.9%,-3.5%,12.8%,-1.7%
Cc1ccc(N(CC(=O)NCc2ccc(F)cc2)S(=O)(=O)c2c(C)n[nH]c2C)cc1,-11.8%,13.1%,-8.1,-4.4%,-11.2%,-5.5%,-7.1%,-1.3%,u
Cc1onc(-c2ccccc2)c1NC(=O)N(CCC(=O)O)Cc1ccccc1,4.6%,3.9%,19.4,u,9.8%,-11.2%,-1.0%,19.0%,14.1%
COc1cccc(OC)c1C(=O)Nc1cccc(NC(=O)c2cccs2)c1,x,1.4%,0.0,0.8%,5.3%,8.9%,-0.2%,0.7%,0.9%
Brc1cc(Br)c2nc3c(cc2c1)CCC3,-10.1%,4.8%,-22.3,-10.8%,-9.4%,-1.0%,21.1%,-2.3%,2.7%
CC(C)CCn1c(=O)c2ccccc2n2c(CN3C(=O)NC4(CCC(C)CC4)C3=O)nnc12 (stereo not drawn),4.2%,-4.4%,-12.9,1.7%,-9.3%,0.2%,3.9%,0.0%,2.1%
CCOC(=O)CSc1nnc(SCCN2C(=O)c3ccccc3C2=O)s1,-4.3%,-6.6%,17.1,-2.4%,u,0.9%,2.4%,-3.2%,10.5%
CC1(C)C(=O)NCCN1C(=O)CCCC(=O)O,-2.6%,-10.3%,-1.6,0.5%,u,14.3%,16.9%,9.1%,0.8%
CC1(C)CC(=O)C2=C(C1)N=C1c3ccccc3C(=O)C1C2c1ccc(Cl)cc1 (stereo not drawn),u,-4.5%,-59.5*,u,u,12.8%,27.3%,u,u
C=CCNC(=O)/C(=C/c1ccccc1OCC)NC(=O)c1ccccc1,4.7%,12.4%,-10.9,8.5%,11.6µM*,1.4%,-67.4%[inhibitor],4.1%,0.9%
CC(C)C(=O)N1CCN(c2ccccc2NC(=S)NC(=O)c2cccs2)CC1,-14.0%,-9.9%,-5.9,-0.3%,-19.0%,u,-1.0%,-7.1%,-23.3%
CCOC(=O)c1ccc(Oc2cn[nH]c2-c2ccc(O)cc2O)cc1,-4.1%,-8.4%,0.0,-5.3%,-3.6%,-12.8%,u,1.4%,23.1µM*
C[C@H](CO)N1C[C@H](C)[C@@H](CN(C)C(=O)NC2CCCCC2)Oc2ccc(NC(=O)Nc3ccc(C(F)(F)F)cc3)cc2C1=O,0.0%,-1.6%,-23.8,u,-5.4%,4.7%,10.7%,u,0.0%
CCCCc1ccc(NC(=O)c2c(C)noc2C)cc1,8.7%,-14.2%,-19.6,21.4%,10.7%,1.7%,u,9.5%,8.3%
O=C(/C=C/c1ccccc1)Nc1cccc(C(=O)NC2CC2)c1,37.3%[activator],-0.5%,-64.1*,17.1%,-19.8%,u,-3.1%,13.0%,8.7%
CCCCOc1cccc(C2C(C(=O)c3ccc(C)o3)=C(O)C(=O)N2c2nnc(C)s2)c1 (stereo not drawn),-20.1%,0.1%,23.5,-8.1%,2.5%,5.4%,82.3%,-4.4%,-5.7%
Cc1cc(C)cc(NC(=O)CN(Cc2ccccc2)S(C)(=O)=O)c1,-4.9%,-8.6%,0.3,-9.1%,u,-2.1%[9.22 µM],-1.1%,-8.1%,-13.4%
CCc1nnc(NC(=O)c2cc(S(=O)(=O)N3CCN(c4ccccc4)CC3)ccc2Cl)s1,5.2%,-21.5%,14.9,3.6%,-11.7%,1.8%[9.22 µM],-2.8%,-5.4%,12.9%
O=C1C(Sc2cccc(F)c2)=C[C@@]2(O)CC[C@@H](O)[C@]1(Sc1cccc(F)c1)[C@H]2O,1.2%,-2.5%,8.3,-28.1%,-13.7%,x,x,-7.3%,9.1%
CC1CCCC(NC(=O)COC(=O)c2ccc3ccccc3n2)C1C (stereo not drawn),x,4.6%,18.4,-1.5%,16.1%,-12.5%,3.4%,-3.8%,9.9%
COC(=O)[C@@H](NC(=O)c1ccc(OC2CCN(Cc3ccccn3)CC2)cc1)C(C)C,x,4.3%,-2.4,-8.9%,u,-1.1%,12.9%,-8.0%,0.1%
Cc1ccc(/C=N/NC(=O)NC2CCCCC2)o1,18.7%,1.1%,-15.2,-2.4%,-4.8%,-5.8%,-1.8%,-5.6%,16.5%
CC(C)C[C@H](NC(=O)c1[nH]cnc1C(=O)N[C@@H](Cc1ccccc1)C(=O)OCc1ccccc1)C(=O)OC(C)(C)C,-30.1%,-11.0%,2.8,-21.3%,u,-12.3%[9.22 µM],-12.6%,u,-9.0%
O=C(CN1CCN(c2ncccn2)CC1)NCc1ccc2c(c1)OCO2,13.2%,-2.9%,1.7,3.0%,-5.3%,-5.1%,4.9%,7.3%,-8.0%
COc1cc(OC)cc(C(=O)N[C@H](C(=O)Nc2cc(C)cc(C)c2)C(C)C)c1,2.7%,-4.3%,37.3,-6.2%,-1.9%,0.3%,-2.3%,-3.3%,-2.0%
Cn1c(=O)c2c(nc(N/N=C/c3ccc(OC(=O)c4ccco4)cc3)n2Cc2ccc(F)cc2)n(C)c1=O,-4.2%,1.4%,-8.5,1.9%,-4.3%,0.5%,1.9%,25.0%,-21.6%
Cc1cc(C)cc(-n2ccnc2SCC(=O)O)c1,-9.1%,-4.9%,0.9,20.1%,-4.3%,-0.5%,-1.7%,14.8%,-25.3%
Cc1cc(C)c(S(=O)(=O)NCCn2ccc3ccccc32)c(C)c1,-28.0%,-4.7%,12.4,-8.6%,-3.7%,-8.4%,16.4%,-5.3%,-9.4%
O=C1c2ccccc2NC(c2ccccc2Br)N1CCCN1CCOCC1 (stereo not drawn),2.6%,2.2%,15.0,14.5%,u,-9.8%,2.3%,3.3%,12.9%
Cc1ccc2[nH]c3ccccc3c(=O)c2c1,-22.6%,-23.7%,-15.6,-21.9%,-2.3%,u,16.4µM*,-10.9%,-1.3%
Nn1c(SCC(=O)Nc2ccc(S(N)(=O)=O)cc2)nnc1-c1ccco1,0.9%,-29.4%,12.5,5.9%,2.4%,-3.6%,0.7%,3.6%,5.6%
COc1cc([N+](=O)[O-])cc(/C=N/NC(=O)c2cncc(Br)c2)c1O,x,-4.6%,73.8,-4.3%,u,24.2%,u,-2.7%,u
CCc1nnc(NC(=O)CSc2ncnc3c2cnn3-c2ccc(OC)cc2)s1,u,-12.1%,-1.8,7.7%,5.2%,2.0%,-0.1%,0.5%,-5.4%
CN1CCN(CCCCOc2ccccc2C=O)CC1,-20.6%,-20.3%,-84.5*,u,11.4%,19.4%,u,-3.4%,9.2%
CC(C)NC(=O)N1Cc2cc(C(=O)NC3CCCC3)nc(-c3cccc(-c4cccnc4)c3)c2[C@@H]1CCO,u,0.3%,-13.4,-23.0%,-2.7%,x,x,-27.4%,-2.2%
COc1ccc(-c2nnc(SCC(=O)N3CCCC3)o2)cc1,39.0%[activator],-5.3%[57.1 µM],34.4,0.0%,-5.4%,-58.0%[inhibitor],0.8%,14.2%,4.6%
COc1nc(Nc2ccc(O)cc2)nc(OC(C(F)(F)F)C(F)(F)F)n1,-0.1%,-24.0%,u,-11.3%,0.0%,-1.8%,3.8%,-2.1%,u
Cc1cccc(C(=O)Nc2nnc(SCC(=O)NCc3ccco3)s2)c1,3.5%,-1.3%,-2.6,2.6%,0.0%,19.3%,-0.7%,7.8%,22.7%
COc1cc(NC(=O)CN2C(=O)CSc3ccc(S(=O)(=O)N4CCCC4)cc32)cc(OC)c1,x,-7.1%,-13.1,-5.6%,8.4%,-4.0%,-1.8%,-2.8%,-18.4%
C=CCNc1nc(NCC)nc(N2CCOCC2)n1,2.9%,14.7%,5.1,1.7%,0.5%,-5.0%,0.5%,5.6%,0.3%
Cc1ccccc1Cn1cc(S(=O)(=O)CC(=O)N2CCCCC2)c2ccccc21,-7.9%,-9.3%[57.1 µM],-2.5,7.1%[9.24 µM],u,-2.4%,27.8%,-3.3%,-15.6%
COc1ccc(C(=O)/C=C/c2ccc(O)cc2)c(O)c1C/C=C(\C)CCC=C(C)C,u,-3.2%,-86.5*,u,-15.1%,-8.8%,14.0%,u,-0.7%

# Bioassay records as filed in PubChem.
